Pf growth 96h = P. falciparum growth inhibition at 96 hours; AID 504834; P. falciparum luciferase reporter growth, 96 h; actives 6.9% (n = 320,000); Potency, µM (doses to about 28.7 µM), for the others: at the top dose activity change, negative = inhibition, actives largely listed as inhibitors; also: potency is read from the fitted curve at half-maximal effect; % is scaled to controls: 0 for no effect and ±100 for the full control effect
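Two-generation exposure (96 h) targets delayed-death phenotype. Reporter parasites carrying integrated firefly luciferase, in red cells at 2% hematocrit and 0.05% parasitemia final, kept at 37 C, 5% CO2; luminescence loss indicates inhibition.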
Shiga inhibitor = inhibitors of Shiga toxin in Vero cells; Vero cells, Shiga toxin protein synthesis inhibition reporter; inhibition, % at 38.7 µM; actives 9.2% (n = 290,000); in the data active = inhibition mostly above about 28%, no sharp cut-off; inactive = mostly below about 43%; also: 0% is about no effect
Tb PYK inh = blocks Trypanosoma brucei pyruvate kinase. actives 0.12% (n = 410,000). Potency, µM (doses to about 76.8 µM), for inactives: at the top dose activity, negative = inhibition, most hits filed as inhibitors. Q57TT1. TbPYK enzyme, Kinase-Glo Plus ATP luminescence, 45 min. AID 624173; also: potency is read from the fitted curve at half-maximal effect; % is scaled to controls: 0 for no effect and ±100 for the full control effect; nearly all actives have a fitted effect of over 50% in size
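In this concentration-response screen, enzyme-free wells defined baseline while DMSO plates tracked drift. Each reaction combined TbPYK, substrate, compound and 130 uM ADP for 45 min at room temperature. Kinase-Glo Plus luminescence gave the signal.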
LmPK inh = inhibitors of Leishmania mexicana pyruvate kinase. Q27686. purified LmPK, Kinase-Glo ATP luminescence, 1 h. Potency, µM (doses to about 57.5 µM), for inactives: top-dose activity change, negative = inhibition, usual class: inhibitors. actives 0.37% (n = 290,000). AID 1721; also: potency is read from the fitted curve at half-maximal effect; % is scaled to controls: 0 for no effect and ±100 for the full control effect
Target sequence (Q27686 whole entry, looked up): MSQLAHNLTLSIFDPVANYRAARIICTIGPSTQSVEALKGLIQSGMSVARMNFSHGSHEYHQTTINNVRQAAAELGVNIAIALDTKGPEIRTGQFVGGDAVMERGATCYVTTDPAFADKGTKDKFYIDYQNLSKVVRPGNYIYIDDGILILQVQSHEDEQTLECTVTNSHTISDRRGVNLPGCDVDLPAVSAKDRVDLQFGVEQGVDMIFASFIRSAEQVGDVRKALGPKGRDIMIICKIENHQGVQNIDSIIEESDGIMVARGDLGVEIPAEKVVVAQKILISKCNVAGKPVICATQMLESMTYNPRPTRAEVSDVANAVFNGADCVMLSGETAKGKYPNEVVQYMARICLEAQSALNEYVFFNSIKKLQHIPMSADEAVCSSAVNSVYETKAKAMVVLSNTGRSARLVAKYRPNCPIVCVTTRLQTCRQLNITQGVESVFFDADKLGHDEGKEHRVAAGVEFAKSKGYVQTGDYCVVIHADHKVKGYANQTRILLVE
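Purified LmPK (0.1 nM) with 0.5 mM PEP and 0.1 mM ADP in imidazole buffer pH 7.2 with MgCl2/KCl, 1 h at room temperature. ATP formed was read by luciferase luminescence and normalized to no-enzyme and uninhibited controls.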
Pf growth 48h = inhibits P. falciparum growth in the first generation, 48 h; actives 5.9% (n = 310,000); P. falciparum luciferase growth in erythrocytes, 48 h; Potency, µM (doses to about 28.7 µM), without a hit: at the highest dose activity change, negative = inhibition, usual class: inhibitors; also: potency is read from the fitted curve at half-maximal effect; % is scaled to controls: 0 for no effect and ±100 for the full control effect
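Luciferase-expressing parasites in RBCs, 2% Hct / 0.1% parasitemia final; RPMI 1640 + 0.5% Albumax; 37 C, 5% CO2, one generation; luminescence read-out, lower signal = inhibition.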
CHX counter = counter-screen hit for Shiga toxin inhibitors, cycloheximide; cell reporter, cycloheximide protein synthesis inhibition counterscreen; max response, %; actives 12% (n = 300,000); AID 2314; in the data active = max response mostly above about 13%, no sharp cut-off; inactive = mostly below about 14%; also: read at 38.3 µM for the half of the compounds with a filed dose; 0% is about no effect
AMA1-RON2 inh = disrupts binding of P. falciparum AMA1 to RON2. actives 0.2% (n = 360,000). Potency, µM (doses to about 58.2 µM), without a hit: at the top dose activity change, negative = inhibition, hits mostly inhibitors. AlphaScreen AMA1-biotinylated RON2 peptide binding;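 also: potency is read from the fitted curve at half-maximal effect; 0% = vehicle wells and -100% = peptide control; nearly all actives have a fitted effect of over 45% in size; some results filed as inactive show a strong effect at the top dose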
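AMA1 (3D7) with his tag at 25 nM final met compounds first, then biotinylated RON2 peptide at 25 nM; detection used donor plus acceptor beads, 10 µg/mL apiece, read by AlphaScreen after 30 min at room temperature.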
* hit, by the source's call; ? = inconclusive; / = no result given; & = joins results of further samples; [ ] = remark or other dose. Unless noted, calls follow the shape of the dose curve; as a rule, active = well fitted curve in the direction sought with a large enough effect; inconclusive = small, poorly fitted or top-dose-only effect, or another doubt; inactive = no such curve, though single readings can be large; an effect the other way counts as inactive or inconclusive. Hits appear at their usual frequency. About 21% of those tested had a hit in this group.

SMILES	Pf growth 96h	Shiga inhibitor	Tb PYK inh	LmPK inh	Pf growth 48h	CHX counter	AMA1-RON2 inh
COc1cccc(-n2c(O)c(C=NCCN3CCNCC3)c(=O)[nH]c2=S)c1	7%	3	-3%	3%	-1%	-3	49%[activator]
CCCc1ccc(-c2cc(C(=O)NN3CCOCC3)c3ccccc3n2)cc1	257%[activator]	54	-4%	-7%	89%[activator]	20*	-1%
Cc1cccc(C(=O)O/N=C2/CC3CCC2(C)C3(C)C)c1 (centres undefined)	2%	9	-3%	1%	-23%	6	18%
Cc1ccc(CNS(=O)(=O)c2ccc3c(c2)NC(=O)CS3)cc1	-12%	-13	-17%	-1%	-9%	16	21%
CCCCCCC(=O)CCCCCC/C=C/C[C@@H](O)[C@H](O)[C@@](N)(CO)C(=O)O	2%	-13	5%&-11%	/	4%	-8	/
CCC(NC(=O)c1ccc([N+](=O)[O-])cc1[N+](=O)[O-])c1ccccc1 (centres undefined)	0%[5.75 µM]	-3	-14%	3%	1%	-1	10%
O=c1nc(/C=C/c2cc([N+](=O)[O-])ccc2Cl)cc(C(F)(F)F)[nH]1	-16%	1	-2%	-2%	/	12	0%
Cc1ccc(C(=O)NCC(=O)OCC(=O)Nc2ccccc2[N+](=O)[O-])cc1	?	11	-8%	1%	25%	6	-1%
CCc1nc2cccnc2n1-c1ccc(CC(=O)O)cc1	10µM*	1	-18%	-4%	-18%	-3	9%
CC(=O)NCCOc1cccc2ccccc12	?	0	-5%	4%	32%[activator]	7	11%
Cn1nc(C(=O)NC2CCCC2)c2ccccc2c1=O	3%	/	-8%	/	9%	/	11%
O=C(NC(=S)NC1CCS(=O)(=O)C1)c1ccccc1 (centres undefined)	?	11	10%	0%	-2%	5	0%
N#C/C(=C1\CCCN1)c1nc(-c2ccccc2)cs1	?	76*	-9%	0%	?	23*	-1%
O=C(OC(C(=O)Nc1ccc(Cl)c(C(F)(F)F)c1)c1ccccc1)C1=COCCO1 (centres undefined)	-15%	-8	-7%	7%	7%	-3	6%[11.6 µM]
CCn1c(SCC(=O)NCC2CCCO2)nnc1-c1ccc(S(=O)(=O)N2CCN(C)CC2)cc1 (centres undefined)	11%	-6	-13%	5%	13%	-6	4%
CN1C(=O)CC(C(=O)O)SC1=Nc1ccc(F)cc1 (centres undefined)	?	-4	3%	-2%	18%	-3	5%
CC(=O)Nc1sc(/C(C#N)=C/c2ccc(Cl)c(Cl)c2)nc1-c1ccc(C)cc1	-6%	-6	4%	-4%	33%	-2	36%[activator]
CN(C)Cc1nnnn1-c1ccccc1	11%	-6	-12%	-8%	19%	-2	2%
CCOC(=O)C(NC(C)=O)C(OC(C)=O)c1cccc(N(CCCl)CCCl)c1 (centres undefined)	10µM*	19	-11%	6%	?	5	-24%
COc1ccc(C2=NN(C(=O)c3cccc([N+](=O)[O-])c3)C(c3cccc([N+](=O)[O-])c3)C2)cc1 (centres undefined)	?	-4	0%	1%	?	-1	-12%

An excerpt from above, showing only Tb PYK inh and AMA1-RON2 inh.
SMILES,Tb PYK inh,AMA1-RON2 inh
CCn1c(SCC(=O)NCC2CCCO2)nnc1-c1ccc(S(=O)(=O)N2CCN(C)CC2)cc1 (centres undefined),-13%,4%
O=C(NC(=S)NC1CCS(=O)(=O)C1)c1ccccc1 (centres undefined),10%,0%

Next entries follow:
SMILES	Pf growth 96h	Shiga inhibitor	Tb PYK inh	LmPK inh	Pf growth 48h	CHX counter	AMA1-RON2 inh
Cc1ccc2c(c1)N(S(=O)(=O)c1cc(-c3onc(C)c3C)ccc1C)CCO2	?	-2	0%&-4%	4%	?	-1	0%
O=S(=O)(NCc1ccco1)c1ccc(Cl)cc1Cl	?	-5	1%	-2%	-2%	-11	10%
CCOC(=O)c1cc(S(=O)(=O)NC2CCC(C)CC2)cn1C (centres undefined)	118%[activator]	-4	-5%	8%	3%	-4	-6%
Cc1ccc(C)c(N2CCN(C(=O)CCC(=O)Nc3nnc(CC(C)C)s3)CC2)c1	?	-2	-5%	10%	-12%	1	-6%
O=C(N/N=C/c1cccc(O)c1)c1ccc(-n2cnnn2)cc1	-26%	/	4%	/	-4%	/	12%
FC(F)(F)c1cccc(C2NCc3ccccc3-n3cccc32)c1 (centres undefined)	4.7µM*	3	-7%	-1%	-21%	-4	3%
Cc1cc(NC(=O)CSc2nc3ccccc3c(=O)n2CCCC(=O)NCc2ccccc2)n[nH]1	33%[activator]	10	1%	2%	?	-3	58%[activator]
Cc1ccc(OCC(=O)N(Cc2cccc(Cl)c2)C2CCS(=O)(=O)C2)cc1C (centres undefined)	?	4	2%	5%	?	2	-5%
CC(C)n1cc(CN2CCC(C(=O)Nc3cccc(-c4cscn4)c3)CC2)cn1	?	2	0%	5%	-17%	-4	-2%
CCCC(=O)N(CCc1ccccc1)Cc1nc2ccccc2c(=O)[nH]1	/	13	3%	-3%	?	-3	19%
CCN(CC(=O)NCc1ccc(F)cc1)C(=O)/C=C/c1ccc(OC)c(S(=O)(=O)NC(C)C)c1	?	-6	0%	2%	?	-7	-14%
O=C(COC(=O)c1ccccc1C(=O)N1CCN(c2ccccc2)CC1)Nc1ccccc1	-9%	14	2%	-7%	4.1µM*	1	-6%
COc1cc(OC)c(NC(=O)Cn2cnc3sc(C)c(S(=O)(=O)N4CCOCC4)c3c2=O)cc1Cl	1%	-5	6%	6%	?	-6	10%
COc1ccc(C(=O)NC(CC(=O)O)c2cc([N+](=O)[O-])ccc2Cl)c(SC)c1 (centres undefined)	25%	-18	3%	0%[11.5 µM]	-1%	-10	-1%
C=CCNc1nc(N(c2ccccc2)c2ccccc2)nc(-n2ccnc2)n1	-1%	-6	/	-2%	?	-5	5%
CCOCCCNC(=O)C(c1ccc(C)cc1)N(Cc1ccc2c(c1)OCO2)C(=O)c1cnccn1 (centres undefined)	0%	8	2%	0%	-3%	-4	3%
Cc1ccccc1Oc1nc2c(C)cccn2c(=O)c1/C=C(\C#N)C(=O)NC1CCS(=O)(=O)C1 (centres undefined)	12µM*	9	-7%	6%	5.9µM*	-1	-1%
CC(C)CN(C(=O)c1ccc2c(c1)OCO2)C1CCS(=O)(=O)C1 (centres undefined)	39%[activator]	/	-2%	/	15%	/	0%
CCOC(=O)C(CC)Sc1nnc2n1C(C)(C)Cc1ccccc1-2 (centres undefined)	?	12	3%	0%	15%	-3	-12%
O=c1c(Cc2ccc(F)cc2)c(O)ccn1CCCn1ccnc1	-3%	24	-3%	-5%	-3%	-2	-1%

Full records, looked up by structure. Order of screens: Pf growth 96h	Shiga inhibitor	Tb PYK inh	LmPK inh	Pf growth 48h	CHX counter	AMA1-RON2 inh
`C=CCNc1nc(N(c2ccccc2)c2ccccc2)nc(-n2ccnc2)n1` is entered as -1%	-6	/	-2%	?	-5	5%
`O=c1c(Cc2ccc(F)cc2)c(O)ccn1CCCn1ccnc1` is entered as -3%	24	-3%	-5%	-3%	-2	-1%
`CCOC(=O)c1cc(S(=O)(=O)NC2CCC(C)CC2)cn1C` (centres undefined) is entered as 118%[activator]	-4	-5%	8%	3%	-4	-6%
`CCN(CC(=O)NCc1ccc(F)cc1)C(=O)/C=C/c1ccc(OC)c(S(=O)(=O)NC(C)C)c1` is entered as ?	-6	0%	2%	?	-7	-14%
`Cc1ccc(C)c(N2CCN(C(=O)CCC(=O)Nc3nnc(CC(C)C)s3)CC2)c1` is entered as ?	-2	-5%	10%	-12%	1	-6%

The list goes on:
SMILES	Pf growth 96h	Shiga inhibitor	Tb PYK inh	LmPK inh	Pf growth 48h	CHX counter	AMA1-RON2 inh
COc1ccc2nc(NC(=O)CNS(=O)(=O)c3cccs3)sc2c1	-29%	10	-5%	6%	/	12	0%
CCOc1ccccc1NC(=O)c1nnn(-c2ccc3c(c2)OCCO3)c1N	?	64*	9%	-5%	30%[activator]	26*	0%
CC(C)C(OC(=O)c1ccco1)C(=O)NCc1cccs1 (centres undefined)	-9%	-2	-1%	-2%	4%	-3	-1%
O=c1[nH]c2ccc(NCc3ccc(OCc4ccccc4Cl)cc3)cc2[nH]1	20%	23	0%	0%	11%	23*	0%
N#Cc1c(-c2ccc(Cl)cc2)c2c([nH]c1=O)-c1ccccc1OC2	9%	1	2%	9%	-8%	-3	28%
O=C(CCCN1C(=O)/C(=C/c2ccc(F)cc2)SC1=S)NCCCn1ccnc1	9.3µM*	-5	0%	-1%	?	10	15%
CC(=O)N(CN1C(=O)C2C3C=CC(C3)C2C1=O)c1cccc(Cl)c1 (centres undefined)	?	-11	-1%	4%	?	-1	18%
COc1ccc(OC)c2c1C(=O)c1ccccc1C2=O	104%[activator]	-10	0%	-15%	0%	-2	-13%
COc1ccc(C(=O)N2CCCC(CO)(Cc3ccccc3C)C2)o1 (centres undefined)	?	12	1%	-8%	-30%	7	-12%
CCOc1ccc(/C=N/NC(=O)C(OC)c2ccccc2)cc1 (centres undefined)	9.3µM*	-12	-6%	-13%	?	1	31%[activator]
Cc1ccc2nc(NC(=O)Cn3cc4c(n3)CCCCC4)sc2c1	10%	30	-1%	-12%	46%[activator]	16*	22%
O=C(CN1C(=O)NC2(CCCC2)C1=O)N1CCN(S(=O)(=O)c2ccccc2Br)CC1	69%[activator]	-10	3%	-1%	12%	-3	-4%
CC(=O)Nc1ccc(C(=O)OCc2ccc(F)cc2Cl)cc1	?	5	5%	12%	?	13	38%[activator]
C[C@]12CCC(=O)CC1CCC1C2CC[C@]2(C)C(OC(=O)CCC(=O)O)CCC12 (some centres undefined)	22%	-15	0%	-6%	19%	-3	13%
O=C(Cn1cnc2ccccc21)N/N=C/c1cccnc1	0%	-15	-2%	1%	-6%	2	0%
COc1ccccc1CCc1nnc(CCC(=O)NC(C)Cn2nc(C)cc2C)o1 (centres undefined)	8%	-13	0%	-12%	9%	1	0%
Cc1cccnc1NC1=NCC(C)S1 (centres undefined)	/	-2	4%	-2%	-29%	9	63%[activator]
Cc1ccc(S(=O)(=O)c2cc3ccccc3oc2=Nc2ccc3c(c2)OCCO3)cc1	?	-5	-1%	-2%	3%	2	-4%
COc1ccc(CCNC(=O)CCn2c(=O)c3ccccc3n(CC(=O)NCC3CCCO3)c2=O)cc1OC (centres undefined)	?	7	-2%	1%	?	11	5%
CCOC(=O)Cc1csc(NC(=O)c2ccc(S(=O)(=O)N3CCCCC3)cc2)n1	5.9µM*	-12	-1%	-1%	32%[activator]	-4	1%
COc1cc(C(C)=O)ccc1OCC(O)CN1CCN(c2ccc(C)cc2C)CC1 (centres undefined)	?	/	0%	3%	-9%	1	-11%
Clc1ccc(/C=N/Nc2nnc(Cl)c3ccccc23)cc1	-11%	55*	-10%	-3%	332%[activator]	18*	6%
COc1ccc(C2C=C(C)Nc3nc(SC)nn32)cc1 (centres undefined)	?	-27	-16%	4%	-20%	6	3%
O=c1c2ccccc2oc2nc(-c3ccco3)n(Cc3ccccc3)c(=O)c12	-3%	6	1%	-3%	?	5	-3%
O=C(COC(=O)c1cccnc1Nc1cccc(C(F)(F)F)c1)NC1CCS(=O)(=O)C1 (centres undefined)	51%[activator]	0	-3%	-4%	13%	6	5%[11.6 µM]

High-throughput results: PubChem BioAssay, National Center for Advancing Translational Sciences (NCATS)
